Insulin prom inh = inhibitors of insulin promoter-driven GFP, primary screen, imaging, TRM-6 cells (human fetal islet line), eGFP reporter, cell count; reporter expression induced with tamoxifen; inhibition, % at 2 µM; 0.9% of 130,000 active; AID 1273, 2008;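 active means inhibition above the mean plus 3 SD, with well images judged a real hit on visual review, cut at about 60% in these data, passing the limit was not always enough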
sdo1 growth = growth rescue of sdo1-depleted yeast, primary screen, S. cerevisiae, bone marrow failure model. S. cerevisiae sdo1-depleted JHY4D growth rescue, OD600 30 h; active compounds read high; pdr5 snq2 efflux-pump mutant strain. z-score at 10 µM. 0.21% of 140,000 active. AID 817, 2007;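 active means z-score above 3 at both the 24 hr and the 30 hr optical density reads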;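 further: z-score against mean and SD of all compound wells on the same plate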
sdo1 growth Rescue 24 h = recorded beside sdo1 growth, whose call it bears; z-score; S. cerevisiae sdo1-depleted JHY4D growth rescue, OD600; measured here: growth rescue at 24 h;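 0 is the plate mean of compound wells and units are plate SD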
* hit, by the source's call. Compounds were not picked by outcome. About 0.99% of those tested had a hit in this group.

For CC1CCN(S(=O)(=O)c2ccc(S(=O)(=O)NCC(=O)C(C)(C)C)cc2)CC1 the results were Insulin prom inh 31.4, sdo1 growth 0.95 and sdo1 growth Rescue 24 h 0.98.
CCC(CC)=C(C#N)C(=O)NC1CCCCC1 was read as Insulin prom inh 7.1, sdo1 growth -0.27 and sdo1 growth Rescue 24 h -1.68.
For Cc1ccc(-c2[nH]c(-c3ccccc3)nc2SCC(=O)NCC2CCCO2)cc1 (stereo unspecified) the results were Insulin prom inh -57.1, sdo1 growth -0.74 and sdo1 growth Rescue 24 h -1.37.
For O=C(CN(CC1CCCO1)C(=O)Cn1nnc(-c2ccc(F)cc2)n1)NC1CCCCC1 (stereo unspecified) the results were Insulin prom inh -18.2, sdo1 growth -0.1 and sdo1 growth Rescue 24 h 0.25.
Screening CS(=O)(=O)N(CC(=O)N/N=C/c1cccc2c1OCCO2)c1ccccc1Br returned Insulin prom inh 11.5, sdo1 growth 1.03 and sdo1 growth Rescue 24 h 1.35.
For COc1ccc(Br)cc1S(=O)(=O)N1CCN=C1C the results were Insulin prom inh 40.0, sdo1 growth 1.05 and sdo1 growth Rescue 24 h 1.55.
Screening O=C1c2cccc3cccc(c23)C(=O)N1CCN1CCN(CC(O)COCc2ccc(Cl)cc2)CC1 (stereo unspecified) returned Insulin prom inh -37.5, sdo1 growth -0.16 and sdo1 growth Rescue 24 h -0.47.
Screening CCOC(=O)c1c(NC(=O)Cn2nnc(-c3ccc(Cl)cc3)n2)sc(CC)c1C returned Insulin prom inh -21.9, sdo1 growth 0.05 and sdo1 growth Rescue 24 h -0.32.
For [N-]=[N+]=CC(=O)c1ccnc(C(=O)C=[N+]=[N-])c1 the results were sdo1 growth 1.01 and sdo1 growth Rescue 24 h 0.05.
`CCOC(=O)CSc1nnc2cc(C)c3ccccc3n12` gave Insulin prom inh 66.7, sdo1 growth 0.76 and sdo1 growth Rescue 24 h 0.81.
N/C(=N\OC(=O)COc1ccccc1)c1ccc(Cl)cc1 was read as sdo1 growth -0.86 and sdo1 growth Rescue 24 h -0.91.
Screening CCn1cc(C(=O)NCCCN2CCC(C)CC2)c2cc(OC)c(OC)cc2c1=O returned sdo1 growth -1.67 and sdo1 growth Rescue 24 h -1.4.
Nc1nc(-c2cccnc2)nc(N2CCCCC2)n1 was read as Insulin prom inh -5.7, sdo1 growth 0.5 and sdo1 growth Rescue 24 h -0.89.
`O=C(CNc1cccc(Cl)c1)c1ccc(Cl)cc1` gave sdo1 growth -0.1 and sdo1 growth Rescue 24 h 0.4.
`COc1cc(C(=O)Nc2oc(-c3ccccc3)c(-c3ccccc3)c2C#N)cc(OC)c1OC` gave sdo1 growth -0.01 and sdo1 growth Rescue 24 h 0.13.
For CCOC(=O)CCSc1nc(C)c2ccccc2n1 the results were Insulin prom inh 18.2, sdo1 growth 0.22 and sdo1 growth Rescue 24 h -0.42.
`Cc1c[nH]c2cccc(OCC(O)CNC(C)(C)C)c12` (stereo unspecified) gave Insulin prom inh 46.7, sdo1 growth 1.52 and sdo1 growth Rescue 24 h 1.77.
For C#CCOc1ccc2c(C)cc(=O)oc2c1 the results were Insulin prom inh 0.0, sdo1 growth 0.38 and sdo1 growth Rescue 24 h 0.33.
Screening O=C(NCc1ccco1)C1(S(=O)(=O)c2ccc(Cl)cc2)CC1 returned Insulin prom inh -270.0, sdo1 growth 0.78 and sdo1 growth Rescue 24 h 0.
For COc1cc(NS(=O)(=O)c2ccc(NC(=S)NC(=O)c3sc4ccccc4c3Cl)cc2)ncn1 the results were sdo1 growth -0.37 and sdo1 growth Rescue 24 h 1.18.
Screening CCOC(=O)c1cc2oc(C(c3nnnn3C3CCCCC3)N3CCOCC3)cc2[nH]1 (stereo unspecified) returned Insulin prom inh -44.4, sdo1 growth -1.61 and sdo1 growth Rescue 24 h -1.34.
`COc1cc(C(=O)N/C(=C\c2cn(S(=O)(=O)N(C)C)c3ccccc23)C(=O)NCCCO)cc(OC)c1OC` gave Insulin prom inh -7.1.
Screening c1ccc(OCCCc2nc(-c3cccnc3)no2)cc1 returned Insulin prom inh -27.3, sdo1 growth -0.04 and sdo1 growth Rescue 24 h -0.23.
Screening COc1ccc(CSc2n[nH]c(C)n2)cc1[N+](=O)[O-] returned Insulin prom inh -60.0, sdo1 growth 0.56 and sdo1 growth Rescue 24 h 0.94.
Screening Cc1cc(NC(=O)c2cccc(F)c2)ncc1NC(=O)c1ccco1 returned Insulin prom inh -5.4, sdo1 growth 1.22 and sdo1 growth Rescue 24 h 0.52.
Screening CCn1c(SCC(=O)Nc2ccc(NC(C)=O)cc2)nnc1C1CC1 returned sdo1 growth 0.52 and sdo1 growth Rescue 24 h 0.71.
`COc1ccccc1NC(=O)C(=O)Nc1ccccn1` gave Insulin prom inh 43.3, sdo1 growth -1.26 and sdo1 growth Rescue 24 h -2.05.
`C/C(=N\NC(=O)C1(C)CC1(Br)Br)c1cccc(NC(=O)C(C)(C)C)c1` (stereo unspecified) gave Insulin prom inh 16.7, sdo1 growth -0.38 and sdo1 growth Rescue 24 h -0.38.
Screening CCCc1[nH]n(-c2ccc([N+](=O)[O-])cc2)c(=O)c1C=NCCc1ccc(OC)c(OC)c1 returned Insulin prom inh 65.8.
For O=C1CC(c2ccc3c(c2)OCO3)C2=C(CCCC2=O)N1 (stereo unspecified) the results were sdo1 growth 0.73 and sdo1 growth Rescue 24 h 0.86.
For CC(=O)N(c1ccc(N(C(C)=O)S(=O)(=O)c2cccs2)cc1)S(=O)(=O)c1cccs1 the results were Insulin prom inh -37.5, sdo1 growth 0.72 and sdo1 growth Rescue 24 h 0.45.
`CC(C)(C)c1nnc(SCC(=O)c2ccccc2)n(N)c1=O` gave Insulin prom inh -57.1, sdo1 growth -0.08 and sdo1 growth Rescue 24 h 0.
`Cc1ccc(-n2c(COc3ccccc3)n[nH]c2=S)cc1` gave Insulin prom inh -120.5.
CC(C)(C)n1nnnc1C(c1cccs1)N(Cc1ccc(Cl)cc1)CC1CCCO1 (stereo unspecified) was read as sdo1 growth -1.35 and sdo1 growth Rescue 24 h -0.88.
For Cc1csc(=Nc2ccccc2)n1CCCN1CCCC1=O the results were Insulin prom inh -36.8.
Screening COc1ccc(-c2cc(C(F)(F)F)c3c(n2)sc2c(O)cc(=O)[nH]c23)c(OC)c1 returned Insulin prom inh -33.3, sdo1 growth 1.29 and sdo1 growth Rescue 24 h -0.35.
Screening Cn1nc([N+](=O)[O-])c(C(C#N)c2ccccn2)c(Cl)c1=O (stereo unspecified) returned Insulin prom inh 6.7.
Screening CCN(CC)c1ccc2c(Cl)cc(=O)oc2c1 returned Insulin prom inh 20.0, sdo1 growth -1.37 and sdo1 growth Rescue 24 h -1.72.
For Oc1c(C2=NCCNC(C(F)(F)F)=C2)ccc2ccccc12 the results were Insulin prom inh 18.2.
For COc1ccc(CCNC(=O)CNCC2CCCO2)cc1OC (stereo unspecified) the results were sdo1 growth 0.84 and sdo1 growth Rescue 24 h 0.67.
Screening O=C(N/N=C/c1cccs1)c1cc(-c2cccc3ccccc23)n[nH]1 returned Insulin prom inh 2.9, sdo1 growth -0.89 and sdo1 growth Rescue 24 h -0.2.
`CCOc1cc(/C=N/NC(=O)c2cccnc2)ccc1OCC(N)=O` gave Insulin prom inh 42.9.
`Cc1cc(C)c2[nH]c(=O)c(C(c3nnnn3CC3CCCO3)N3CCCC(C)C3)cc2c1` (stereo unspecified) gave sdo1 growth -0.21 and sdo1 growth Rescue 24 h 0.
`Cc1ccc(/C=N/N2CCN(C3c4ccccc4-c4ccccc43)CC2)s1` gave Insulin prom inh 23.5, sdo1 growth -0.42 and sdo1 growth Rescue 24 h -0.34.
CN(C)S(=O)(=O)c1ccc(Cl)c(NC(=O)c2ccncc2)c1 was read as Insulin prom inh 0.0, sdo1 growth -0.04 and sdo1 growth Rescue 24 h -0.44.
`Cc1cc(C)c(NS(=O)(=O)c2ccc(NC(=O)CCC(=O)O)cc2)c(C)c1` gave Insulin prom inh 8.3.
`CC(C)C(CO)NC(=O)CC(=O)NC(CO)C(C)C` (stereo unspecified) gave Insulin prom inh 14.3, sdo1 growth 0.81 and sdo1 growth Rescue 24 h -0.03.
`COc1ccc(C(=O)n2c(SC)nc3cc4c(cc32)OCCO4)cc1` gave sdo1 growth -0.57 and sdo1 growth Rescue 24 h -0.47.
`O=C(CCc1nc2ccccc2c(=O)[nH]1)OCC(=O)N1CCc2ccccc21` gave Insulin prom inh -107.7.
CNCCC=C1c2ccccc2CCc2ccccc21 was read as Insulin prom inh -104.8, sdo1 growth -0.24 and sdo1 growth Rescue 24 h 0.57.
Screening O=C(CN(CCO)c1ccccc1)NC12CC3CC(CC(C3)C1)C2 returned sdo1 growth -0.64 and sdo1 growth Rescue 24 h -0.21.
`CCOc1ccc(C/C(N)=N/n2cnnc2)cc1` gave Insulin prom inh 50.7, sdo1 growth -0.04 and sdo1 growth Rescue 24 h -0.19.
C=CCNc1nc(-c2cccc(OC)c2O)nc2ccccc12 was read as sdo1 growth -1.24 and sdo1 growth Rescue 24 h 0.13.
`COc1ccc(N2CCN(C(CNS(=O)(=O)c3cccs3)c3cccnc3)CC2)cc1` (stereo unspecified) gave Insulin prom inh 9.7, sdo1 growth 0.45 and sdo1 growth Rescue 24 h 0.66.
`CC(=O)c1c(C)[nH]c(C(=O)OC(C)C(=O)Nc2cc(S(=O)(=O)N3CCCCC3)ccc2Cl)c1C` (stereo unspecified) gave Insulin prom inh 17.6, sdo1 growth 0.14 and sdo1 growth Rescue 24 h 1.36.
`C(=N\Nc1nc(-c2ccccc2)cs1)/c1cccs1` gave Insulin prom inh 42.9, sdo1 growth -1.93 and sdo1 growth Rescue 24 h -1.92.
CCn1c(C)c(C)c2cc(C(=O)Nc3cccc(Cl)c3)ccc21 was read as sdo1 growth -1.68 and sdo1 growth Rescue 24 h -1.24.
For Cc1ccc(S(=O)(=O)CCC(=O)NCc2ccccc2)cc1 the results were Insulin prom inh -10.8, sdo1 growth 1.09 and sdo1 growth Rescue 24 h 0.12.
Screening O=C(CC1C(=O)NCCN1C(=O)c1ccc(F)cc1)OCc1ccccc1 (stereo unspecified) returned Insulin prom inh -9.1, sdo1 growth 0.6 and sdo1 growth Rescue 24 h -0.61.
COc1ccc(CCNS(=O)(=O)c2cccs2)cc1 was read as Insulin prom inh -148.0, sdo1 growth 0.13 and sdo1 growth Rescue 24 h -0.01.
For CC(=C1C(=O)c2ccccc2C1=O)N1CCN(c2ccccn2)CC1 the results were Insulin prom inh 14.3, sdo1 growth 0.21 and sdo1 growth Rescue 24 h 0.16.
For O=C1CC(c2cccc(Cl)c2)CC(O)=C1C=NCCCO (stereo unspecified) the results were Insulin prom inh 30.0, sdo1 growth 1.15 and sdo1 growth Rescue 24 h 1.6.
Screening Cc1nn(-c2cccc(Cl)c2)c(Cl)c1/C=N/NC(=O)c1cccnc1 returned Insulin prom inh 3.7, sdo1 growth -0.32 and sdo1 growth Rescue 24 h -0.07.
O=c1cc(O)c(-c2cccc(Cl)c2)c(Cl)[nH]1 was read as Insulin prom inh 29.2, sdo1 growth 0.09 and sdo1 growth Rescue 24 h -0.42.
COC(=O)c1c(C#N)c(N)nc2c1CCCC2 was read as Insulin prom inh 6.9, sdo1 growth 0.44 and sdo1 growth Rescue 24 h 0.75.
`Cn1c(=NC(=O)CSCC(=O)N2CCOCC2)sc2ccccc21` gave Insulin prom inh 10.7, sdo1 growth 0.85 and sdo1 growth Rescue 24 h 0.42.

In the list so far, these contain an aryl thioether with sulfur outside any ring:
For Cc1ccc(-c2[nH]c(-c3ccccc3)nc2SCC(=O)NCC2CCCO2)cc1 (stereo unspecified) the results were Insulin prom inh -57.1, sdo1 growth -0.74 and sdo1 growth Rescue 24 h -1.37.
`CCOC(=O)CSc1nnc2cc(C)c3ccccc3n12` gave Insulin prom inh 66.7, sdo1 growth 0.76 and sdo1 growth Rescue 24 h 0.81.
For CCOC(=O)CCSc1nc(C)c2ccccc2n1 the results were Insulin prom inh 18.2, sdo1 growth 0.22 and sdo1 growth Rescue 24 h -0.42.
Screening COc1ccc(CSc2n[nH]c(C)n2)cc1[N+](=O)[O-] returned Insulin prom inh -60.0, sdo1 growth 0.56 and sdo1 growth Rescue 24 h 0.94.
Screening CCn1c(SCC(=O)Nc2ccc(NC(C)=O)cc2)nnc1C1CC1 returned sdo1 growth 0.52 and sdo1 growth Rescue 24 h 0.71.
`CC(C)(C)c1nnc(SCC(=O)c2ccccc2)n(N)c1=O` gave Insulin prom inh -57.1, sdo1 growth -0.08 and sdo1 growth Rescue 24 h 0.
`COc1ccc(C(=O)n2c(SC)nc3cc4c(cc32)OCCO4)cc1` gave sdo1 growth -0.57 and sdo1 growth Rescue 24 h -0.47.

Quoted at random: 2 compounds from above, in no set order.
COC(=O)c1c(C#N)c(N)nc2c1CCCC2 was read as Insulin prom inh 6.9, sdo1 growth 0.44 and sdo1 growth Rescue 24 h 0.75.
`Cn1c(=NC(=O)CSCC(=O)N2CCOCC2)sc2ccccc21` gave Insulin prom inh 10.7, sdo1 growth 0.85 and sdo1 growth Rescue 24 h 0.42.
